# Screens as filed in PubChem.
# phage Ecoli inh – E. coli growth loss with phage present. AID 651602. inhibition, % at 11.9 µM. 360,000 compounds, 0.26% hits. growth absorbance; in the data active means inhibition above about 11%
# HTR5A ag ctr – HTR5A agonism, opioid heterodimer counter-screen; P47898; HTR5A agonist assay, luminescence, cell-based; activation, % at 9.3 µM; 340,000 compounds, 0.61% hits; AID 504692; in the data active means activation mostly above about 9.5%, no sharp cut-off; inactive means mostly below about 7.6%;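 further: 0% = cells with vehicle only and 100% = reference agonist; strong numbers were not always called active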
# Target sequence (P47898 whole entry, looked up): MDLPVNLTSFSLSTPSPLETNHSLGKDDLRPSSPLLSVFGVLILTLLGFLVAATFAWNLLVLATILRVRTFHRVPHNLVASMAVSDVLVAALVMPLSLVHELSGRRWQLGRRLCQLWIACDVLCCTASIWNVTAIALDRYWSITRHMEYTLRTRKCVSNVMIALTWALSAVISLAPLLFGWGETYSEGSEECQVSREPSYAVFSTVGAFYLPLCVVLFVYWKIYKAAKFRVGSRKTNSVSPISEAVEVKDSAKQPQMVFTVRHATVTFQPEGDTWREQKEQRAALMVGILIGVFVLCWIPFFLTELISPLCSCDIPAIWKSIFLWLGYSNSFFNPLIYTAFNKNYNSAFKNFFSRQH
# AddAB inh – less growth of phage-infected E. coli with AddAB; E. coli expressing H. pylori AddAB, absorbance growth; inhibition, % at 11.9 µM; 330,000 compounds, 0.29% hits; AID 435030; in the data active means inhibition above about 12%;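 further: 0% = vehicle wells of infected cells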
# Tat export inh – E. coli Tat transport inhibition. E. coli MC4100 TorA-mCherry Tat export, fluorescence. inhibition, % at 10 µM. 340,000 compounds, 0.036% hits;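 active means mean replicate inhibition at least 50% and at least half of replicates individually reaching 50%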;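 further: exported cargo escapes ClpAP degradation while cytoplasmic cargo is degraded and loses fluorescence; 0% = median of neutral control wells and 100% = median of NaSCN control wells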
# Mot1-301 SUMO – blocks SUMOylation pathway, rescuing yeast Mot1-301 growth; S. cerevisiae Mot1-301 growth rescue, ATP luminescence, 38.5C; percent above DMSO median, 100 means doubled; growth rescue, % at 18.8 µM; 320,000 compounds, 1% hits;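 active means every valid replicate shows activation above 250% relative to neutral control wells; inactive means the rest, any valid replicate at or below 250%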;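 further: OY570 slx delta 5 strain wells were the positive control but not used for scaling; some compounds called inactive have numbers as strong as hits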
# CDK5 inh – blocks human CDK5/p35 kinase activity. Q00535+Q15078. Recombinant CDK5/p35, ADP-Glo luminescence, 60 min. inhibition, % at 10 µM. 330,000 compounds, 0.01% hits. AID 488839;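 active means highest replicate inhibition of at least 50% and at least 75% of replicates reaching 50%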;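 further: plate controls were DMSO neutral control for no effect and GW8510 at 10 µM for full effect; many of its hits are not listed in these tables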
# Target sequence (Q00535 whole entry, looked up): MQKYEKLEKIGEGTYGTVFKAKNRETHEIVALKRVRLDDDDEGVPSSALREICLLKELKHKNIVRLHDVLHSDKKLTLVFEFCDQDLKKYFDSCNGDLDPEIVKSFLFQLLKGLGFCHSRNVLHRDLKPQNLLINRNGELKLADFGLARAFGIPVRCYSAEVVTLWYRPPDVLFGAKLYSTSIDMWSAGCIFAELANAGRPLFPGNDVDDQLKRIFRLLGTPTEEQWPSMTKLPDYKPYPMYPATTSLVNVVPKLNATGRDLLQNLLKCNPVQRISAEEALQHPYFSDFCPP
# Target sequence (Q15078 whole entry, looked up): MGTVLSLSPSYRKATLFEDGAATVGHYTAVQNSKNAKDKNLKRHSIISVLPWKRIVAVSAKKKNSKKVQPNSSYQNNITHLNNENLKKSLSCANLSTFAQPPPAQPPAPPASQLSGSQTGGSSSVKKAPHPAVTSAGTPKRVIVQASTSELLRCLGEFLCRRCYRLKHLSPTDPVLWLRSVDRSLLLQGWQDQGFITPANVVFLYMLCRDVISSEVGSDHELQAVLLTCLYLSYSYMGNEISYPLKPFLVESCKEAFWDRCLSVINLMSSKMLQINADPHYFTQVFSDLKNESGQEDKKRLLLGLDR
# DAGLB inh – blocks human DAGLB lipase activity; HEK293T DAGLB membrane lysate, EnzChek fluorogenic substrate; 340,000 compounds, 0.059% hits; inhibition, % at 5.17 µM; Q8NCG7; AID 504411; in the data active means inhibition above about 34%;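 further: 0% = enzyme with vehicle and 100% = wells lacking enzyme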
# PKA-R1A activ – PKA-R1A complex activation. PKA-R1A dissociation, Cy5-IP20 fluorescence polarization; scaled: DMSO 0%, 113 µM cGMP 100%. activation, % at 11.4 µM. 340,000 compounds, 0.083% hits;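 active means percent activation above the mean of all tested compounds plus 3 SD, cut at about 19% in these data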;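 further: higher means more PKAc released from R1A so a rise in polarization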
# HTR5A inv ag – inverse agonist of human HTR5A in OPRM1-OPRD1 counter-screen; P47898; inhibition, % at 9.3 µM; HTR5A cell line, luminescence, inverse agonism; 340,000 compounds, 0.083% hits; AID 504634; in the data active means inhibition mostly above about 23%, no sharp cut-off; inactive means mostly below about 18%;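 further: 0% = cells with DMSO and 100% = no-cell wells with DMSO; some compounds called inactive have numbers as strong as hits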
# PKA-R2B act – activates the human PKA-R2B holoenzyme complex; activation, % at 11.4 µM; PKA-R2B holoenzyme dissociation, Cy5-IP20 fluorescence polarization; R2B truncated from residue 108, S112A mutant; 0% DMSO only, 100% 113 µM cGMP; AID 504700; P22694+P31323; 340,000 compounds, 0.079% hits;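 active means activation above a cutoff set at the mean over all compounds plus 3 SD, cut at about 18% in these data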;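 further: higher means more holoenzyme dissociation and a rise in polarization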
# E coli growth – reduces bacterial viability in AddAB counter-screen; E. coli V3065 growth, OD600 absorbance, 18 h; inhibition, % at 11.9 µM; 330,000 compounds, 0.27% hits;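 active means inhibition above the campaign's mean inhibition across all tested compounds plus 3 SD, cut at about 9.9% in these data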;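 further: uninfected addAB+ strain grown without phage in ampicillin broth; 0% = DMSO wells and 100% = ciprofloxacin 0.95 µg/ml wells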
# * hit, by the source's call; x = no result given.
SMILES,phage Ecoli inh,HTR5A ag ctr,AddAB inh,Tat export inh,Mot1-301 SUMO,CDK5 inh,DAGLB inh,PKA-R1A activ,HTR5A inv ag,PKA-R2B act,E coli growth
O=C(NCCCN1CCOCC1)c1cc2ccccc2cc1O,7.3,-4,3.1,0,167,1.7,5,-6,-12,-1,2.7
c1coc(CNc2nc3ccccc3n2CCN2CCOCC2)c1,-0.7,x,-0.9,9,9,-0.2,-1,-9,x,-9,0.0
CC(=O)Nc1ccc(C(=O)OCC(=O)N(c2ccccc2)C2CCCCC2)cc1,1.9,-1,0.2,7,15,1.8,1,2,6,3,-1.7
CCCCNC(=O)C1CC(c2cccc([N+](=O)[O-])c2)=NO1 (stereo unspecified),3.0,-7,1.0,6,5,-3.0,-1,-9,17,0,-1.5
O=C(NCC1CCN(C(=O)c2c(F)c(F)c(F)c(F)c2F)CC1)c1c(F)c(F)c(F)c(F)c1F,1.6,1,x,3,-3,-0.3,-2,-1,-2,1,x
CCn1c(C)nc2cc(C(=O)N/N=C(\C)c3ccccc3O)ccc21,1.5,10*,3.5,-2,-12,0.9,1,-5,-26,7,0.8
COc1cc(Cl)ccc1OCc1cc(C(=O)NC(C)Cc2cnccn2)no1 (stereo unspecified),1.0,-3,1.3,-6,18,-0.8,0,1,11,12,0.9
COC(=O)c1ccccc1NC(=O)COC(=O)C1CCCCC1,-0.5,8,-0.4,6,-11,-2.1,-13,-3,19,0,-0.3
Cc1nn(-c2ccccc2)c(C)c1C(=O)Oc1ccccc1,0.1,1,5.9,0,4,-3.3,-9,-8,-3,-5,1.9
O=S(=O)(c1ccccc1)N1N=C(c2cccs2)CC1c1ccc(Br)cc1 (stereo unspecified),1.6,-3,0.4,1,2,1.5,-2,6,0,-8,-0.8
Cc1nn(Cc2ccccc2)c(Cl)c1/C=C/C(=O)OCC(=O)N1CCCC1=O,0.1,-2,4.9,-3,-5,-1.1,-2,-5,4,15,-1.0
CCCCN(CC)c1nc(-c2ccncc2)nc2ccccc12,-1.1,0,0.4,17,4,0.0,-8,-3,-13,-6,-3.1
CCOc1cc(CNC2CCCC2)ccc1OCc1ccccc1Cl,3.9,4,1.1,2,-3,1.7,-2,-5,-10,-12,1.6
COc1cc(OC)c(-c2oc3ccccc3c(=O)c2O)c(OC)c1,2.1,-1,x,2,x,-1.9,2,7,6,-6,x
Cc1ccccc1N(CC(=O)NCc1ccccc1)C(=O)CCC(=O)Nc1nccs1,-0.7,-2,4.7,3,300,0.7,0,1,-9,5,-2.3
COc1ccc(-n2nc(C(=O)NCC(=O)N3CCN(Cc4ccc5c(c4)OCO5)CC3)c3ccccc3c2=O)cc1OC,2.5,8,2.5,1,-1,1.4,0,0,-27,4,-0.4
CC1(C)Cc2c(ccc3ccccc23)/C(=C/C(=O)N2CCCCC2)N1,2.1,3,2.6,3,13,-0.2,-5,-7,-7,-3,-7.0
O=C(CSCCNS(=O)(=O)c1ccccc1)Nc1ccccc1,1.8,4,3.8,3,-11,-3.7,-1,-8,-10,-9,0.5
Cc1noc(NS(=O)(=O)c2ccc(NC(=O)CSc3n[nH]c(-c4ccccc4)n3)cc2)c1C,0.5,-4,-0.2,-3,129,0.2,6,1,-27,-7,0.3
COc1ccccc1/C=C(/C(=O)OCC(=O)Nc1ccccc1C)c1ccccc1,4.3,1,-0.5,10,-14,1.3,-13,-1,-2,-3,-1.3
COc1ccc(CNC(=O)Cn2ccc([N+](=O)[O-])n2)cc1OC,1.6,-1,-0.7,-5,-7,-0.4,-1,4,4,13,0.0
CCOC(=O)C(CC)Sc1ccc2nnc(-c3cccnc3)n2n1 (stereo unspecified),3.8,2,3.0,-2,x,-0.7,0,-13,-5,5,2.6
Nc1n[nH]c(S(=O)(=O)CCCc2ccccc2)n1,2.1,3,1.8,-10,-18,0.5,2,-5,9,-2,-3.0
CCC(=O)n1nc(NCc2ccc(OC)c(OC)c2)nc1NCc1ccc(OC)c(OC)c1,-0.5,-1,6.1,9,109,-0.4,-1,-14,2,-7,-0.9
O=C(Nc1ccc(Oc2ccccc2)cc1)C1CCCO1 (stereo unspecified),2.9,-2,0.9,3,33,-1.0,2,0,-2,0,-0.2
COc1ccc(C(C)=O)cc1COC(=O)CCC(=O)N(CC(C)C)c1c(N)n(CC(C)C)c(=O)[nH]c1=O,1.6,5,2.7,-15,234,-0.3,1,-8,-2,-9,0.6
Cc1cc(N2CCN(C(=O)/C=C/C(=O)O)CC2)c2ccccc2n1,0.9,15*,0.7,-11,-16,-1.6,-4,-6,-56,-3,-0.5
Cn1c(NC(=O)CCC2CCCCC2)cc(=O)n(C)c1=O,2.1,3,1.5,15,181,-0.9,-3,11,-10,3,-1.0
CC(C)c1nnc(NC(=O)c2c(O)c3cccc4c3n(c2=O)CCC4)s1,2.6,0,0.0,6,9,-0.4,1,-6,-36,6,1.9
O=C(CCc1n[nH]c(=O)[nH]c1=O)N/N=C/c1ccco1,2.9,0,-1.8,-2,-6,-1.0,0,-10,1,1,-0.9
COc1ccccc1C(=O)N1CCN(CCNC(=O)C(=O)Nc2ccc(Br)c(C)c2)CC1,1.5,-4,2.4,-1,4,1.9,2,-2,-1,1,-1.1
COc1cccc(N2CCN(S(=O)(=O)c3c(C)[nH]c(C)c3C(=O)N3CCCCC3)CC2)c1,2.0,2,2.6,-12,19,-0.9,2,2,12,-2,-0.5
O=S(=O)(NCc1ccccc1)c1ccc(NC(=S)NCc2ccco2)cc1,4.4,-1,-0.4,-1,-16,1.0,3,7,-10,2,-0.5
COc1ccc(C2c3c(oc4ccccc4c3=O)C(=O)N2CC2CCCO2)cc1 (stereo unspecified),2.3,-4,6.2,1,245,0.3,3,-9,10,-5,-3.9
COc1ccc(/C(C)=N/NC(=S)NCCc2ccccc2)cc1,4.1,5,2.0,-2,x,-0.6,-8,-8,8,-3,1.9
CC(=O)C(Cc1ccccc1)NC(=O)CCl (stereo unspecified),3.4,4,0.2,15,x,-0.1,-1,0,-12,1,-0.6
COCCn1c(CN2CCN(C(=O)c3ccco3)CC2)nc2c1c(=O)n(C)c(=O)n2C,0.8,-1,1.6,3,-10,1.6,1,-13,-4,-5,1.9
COCCCn1c(C)c(C(C)=O)cc(NC(=O)c2ccccc2)c1=O,3.4,2,1.4,-2,-9,-0.3,-4,5,-5,10,0.7
CCc1cccc(C)c1NC(=O)C1CCCO1 (stereo unspecified),2.5,14,-0.5,7,-22,1.4,-2,2,-38,-6,2.1
CCCCn1c(N)c(N(CC)C(=O)C2=COCCO2)c(=O)[nH]c1=O,2.6,1,-0.2,-8,-6,0.5,1,1,24,-6,0.8
CSc1ncccc1C(=O)OCC(=O)NC1CCC(C)CC1 (stereo unspecified),1.5,2,1.3,10,0,0.8,-2,0,-6,-3,-1.4
COc1cc(C2Nc3ccc4ncccc4c3C3=C2C(=O)CCC3)cc(OC)c1OC (stereo unspecified),4.2,-1,1.4,-3,-4,0.9,0,-1,0,8,-0.1
O=[N+]([O-])c1cc(S(=O)(=O)NCCc2ccccn2)ccc1Cl,1.0,11,1.3,8,1,-1.2,-1,-4,-28,-5,-2.1
S=C(c1ccccc1)N(c1ccccc1)c1ccccc1,2.4,-5,0.6,8,4,0.7,3,-2,3,-15,-1.9
COc1ccc([N+](=O)[O-])cc1NC(=O)COC(=O)c1ccc(O)cc1,-2.3,6,1.5,0,216,1.3,-2,-4,25,-4,1.8
CCc1cc(=O)oc2cc(OC(C)C(=O)NCCCn3ccnc3)ccc12 (stereo unspecified),-0.6,2,2.2,-10,-5,2.7,1,2,-15,5,0.3
O=C(NCc1ccccc1)N[C@@H](Cc1ccccc1)C(=O)O,4.1,0,2.1,0,-9,1.0,0,-11,10,4,0.3
Cc1ccc(S(=O)(=O)CC(=O)NC(C)(C)C)cc1,2.9,4,1.5,-16,-6,1.1,2,3,-13,1,-0.9
OCCN(CCO)CC(O)Cn1c2ccccc2c2ccccc21 (stereo unspecified),0.1,-8,0.8,-8,13,-1.9,3,2,20,2,-1.4
CCCOc1ccc(C(=O)NNC(=O)c2cccc(S(=O)(=O)N3CCN(C(C)=O)CC3)c2)cc1OC,1.6,-3,1.7,3,-3,0.3,1,-9,-10,-5,3.7
COc1ccc(CCNC(=O)COC(=O)c2ncc(Cl)c(Cl)c2Cl)cc1OC,2.3,-7,-1.1,-4,x,-1.6,-1,5,27,6,-3.2
CCn1cnc2cc(NCc3ccc(Cl)cc3)ccc21,-0.6,-3,0.7,-1,-2,-0.5,2,-9,11,-2,-2.5
COc1ccc(N(CC(=O)Nc2cc(C)ccc2C)S(=O)(=O)c2c(C)[nH]c(=O)[nH]c2=O)cc1,1.3,0,6.1,-4,16,-0.1,0,-10,0,1,1.9
O=C(N/N=C/c1ccco1)C1CC(=O)N(c2ccccc2)C1 (stereo unspecified),1.6,-6,-1.6,-4,3,-0.4,1,0,16,-6,-1.9
O=C(CCl)NCCNC(=O)c1cc(OCC(F)(F)F)ccc1OCC(F)(F)F,3.0,x,3.9,2,4,-1.0,x,x,x,x,0.9

# In the list so far, these contain a Cl atom.
SMILES,phage Ecoli inh,HTR5A ag ctr,AddAB inh,Tat export inh,Mot1-301 SUMO,CDK5 inh,DAGLB inh,PKA-R1A activ,HTR5A inv ag,PKA-R2B act,E coli growth
COc1cc(Cl)ccc1OCc1cc(C(=O)NC(C)Cc2cnccn2)no1 (stereo unspecified),1.0,-3,1.3,-6,18,-0.8,0,1,11,12,0.9
Cc1nn(Cc2ccccc2)c(Cl)c1/C=C/C(=O)OCC(=O)N1CCCC1=O,0.1,-2,4.9,-3,-5,-1.1,-2,-5,4,15,-1.0
CCOc1cc(CNC2CCCC2)ccc1OCc1ccccc1Cl,3.9,4,1.1,2,-3,1.7,-2,-5,-10,-12,1.6
CC(=O)C(Cc1ccccc1)NC(=O)CCl (stereo unspecified),3.4,4,0.2,15,x,-0.1,-1,0,-12,1,-0.6
O=[N+]([O-])c1cc(S(=O)(=O)NCCc2ccccn2)ccc1Cl,1.0,11,1.3,8,1,-1.2,-1,-4,-28,-5,-2.1
COc1ccc(CCNC(=O)COC(=O)c2ncc(Cl)c(Cl)c2Cl)cc1OC,2.3,-7,-1.1,-4,x,-1.6,-1,5,27,6,-3.2
CCn1cnc2cc(NCc3ccc(Cl)cc3)ccc21,-0.6,-3,0.7,-1,-2,-0.5,2,-9,11,-2,-2.5
O=C(CCl)NCCNC(=O)c1cc(OCC(F)(F)F)ccc1OCC(F)(F)F,3.0,x,3.9,2,4,-1.0,x,x,x,x,0.9
